697 NFkB inh: inhibitors of the PMA/ionomycin-induced NF-kB reporter in 697 B cells | 697 B-cell NF-kB luciferase reporter, 16 h | inhibition, % at 4 µM | hit rate 0.33% among 330,000 | AID 435022; in the data active = inhibition above about 35%
Mdm2 MdmX PPI: human Mdm2/MdmX binding inhibition; hit rate 3% among 330,000; inhibition, % at 8 µM; SaOS-2 split-luciferase Mdm2/MdmX complementation, luminescence;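 active = inhibition of at least 50% at 8 µM in the primary screen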
Target sequence (O15151 whole entry, looked up): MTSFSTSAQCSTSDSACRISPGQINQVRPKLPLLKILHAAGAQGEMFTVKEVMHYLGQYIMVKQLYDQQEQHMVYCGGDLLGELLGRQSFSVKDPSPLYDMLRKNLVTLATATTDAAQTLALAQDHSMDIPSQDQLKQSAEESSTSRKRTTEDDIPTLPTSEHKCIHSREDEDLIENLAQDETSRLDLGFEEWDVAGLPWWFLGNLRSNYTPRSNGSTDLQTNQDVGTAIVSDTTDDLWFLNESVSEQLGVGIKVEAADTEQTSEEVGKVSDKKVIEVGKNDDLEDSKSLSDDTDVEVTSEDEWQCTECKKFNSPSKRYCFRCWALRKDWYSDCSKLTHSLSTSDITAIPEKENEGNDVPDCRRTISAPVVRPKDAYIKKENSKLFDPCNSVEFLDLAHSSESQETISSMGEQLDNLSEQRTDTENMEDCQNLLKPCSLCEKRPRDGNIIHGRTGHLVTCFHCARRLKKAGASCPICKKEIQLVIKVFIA
Target sequence (Q00987 whole entry, looked up): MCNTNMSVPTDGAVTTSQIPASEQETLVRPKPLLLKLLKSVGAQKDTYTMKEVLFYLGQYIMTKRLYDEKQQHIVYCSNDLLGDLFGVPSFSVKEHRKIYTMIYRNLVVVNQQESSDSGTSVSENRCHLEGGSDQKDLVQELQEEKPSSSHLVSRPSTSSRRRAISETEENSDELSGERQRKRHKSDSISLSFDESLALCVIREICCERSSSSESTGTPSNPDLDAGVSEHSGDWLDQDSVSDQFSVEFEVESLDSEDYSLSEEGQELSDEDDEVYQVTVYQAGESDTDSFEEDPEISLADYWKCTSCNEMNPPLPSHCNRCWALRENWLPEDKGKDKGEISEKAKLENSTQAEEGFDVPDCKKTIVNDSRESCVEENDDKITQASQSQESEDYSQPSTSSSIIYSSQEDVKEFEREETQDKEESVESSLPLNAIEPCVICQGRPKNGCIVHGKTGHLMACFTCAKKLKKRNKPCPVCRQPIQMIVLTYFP
TIM10 inh: inhibits growth of TIM10 yeast strain; S. cerevisiae TIM10 strain growth, BacTiter-Glo luminescence, 24 h; inhibition, % at 10 µM; hit rate 1.4% among 330,000;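 active = inhibition of 40% or more at the single tested concentration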;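 note: wild-type TIM10 isogenic control strain grown at permissive 25 °C; 0% = DMSO yeast wells and 100% = minimal medium wells without yeast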
tim10-1 inh: tim10-1 yeast growth inhibition. AID 463190. inhibition, % at 20 µM. S. cerevisiae tim10-1 ts strain growth, BacTiter-Glo, 24 h. hit rate 2.2% among 330,000;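 active = inhibition of at least 40%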;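 note: mutant grown at 25 °C; 0% = DMSO wells with yeast and 100% = wells holding no yeast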
Jurkat NFkB inh: lowers PMA/ionomycin-induced NF-kB signal in Jurkat cells. inhibition, % at 4 µM. hit rate 0.53% among 330,000. PMA/ionomycin-induced NF-kB luciferase reporter, luminescence; in the data active = inhibition above about 50%
tim23-1 inh: inhibits growth of tim23-1 mutant yeast; S. cerevisiae tim23-1 growth, BacTiter-Glo luminescence, 24 h; inhibition, % at 20 µM; hit rate 1.3% among 330,000;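 active = growth inhibition of the mutant yeast at or above 50%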;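 note: temperature-sensitive mutant grown at 25 °C; plate controls were DMSO-treated mutant yeast for no effect and medium wells lacking yeast for full effect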
UPR CHOP act: activators of apoptotic arm of unfolded protein response (CHOP); CHO-CHOP luciferase reporter, UPR activation, luminescence; percent of tunicamycin response over DMSO baseline; AID 449763; hit rate 0.34% among 330,000; activation, % at 10 µM;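 active = at 10 µM dose, activation of 40% or more, normalized to positive control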;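 note: 100% = tunicamycin at 10 µg/mL and 0% = DMSO alone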
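Evaluation: % reporter activation, DMSO baseline versus tunicamycin full activation; System: CHO-CHOP luciferase reporter cell line; Input: 500 cells/well; Incubation: 6 h compound treatment, 37 °C; Measured by: Steady-Glo luciferase luminescence; Dosing: one dose, 10 µM in 0.5% DMSO; Buffer or medium: F12 medium, 10% FBS; Benchmarks: positive tunicamycin 10 µg/mL, negative DMSO alone.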
UPR XBP1 act: activators of adaptive arm of unfolded protein response (XBP1). CHO-XBP1 luciferase reporter, IRE1-XBP1 UPR activation, luminescence; percent of tunicamycin response, DMSO as zero. activation, % at 20 µM. hit rate 0.33% among 330,000. AID 463104;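 active = versus positive control, 20 µM dose yields 30% or more activation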;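 note: 100% = tunicamycin at 10 µg/mL and 0% = DMSO only wells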
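Signal: luciferase luminescence; Assay system: CHO-XBP1 luciferase reporter cells; Amount: one thousand reporter cells per well; Dosing: 20 µM single concentration, DMSO 1%; Benchmarks: high control tunicamycin 10 µg/mL final, low control DMSO vehicle only; Schedule: 6 h compound exposure at 37 °C, 5% CO2; Evaluation: percent activation relative to tunicamycin reference.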
An asterisk follows results filed as active. Outcome played no part in choosing rows, and some 6.6% of all compounds hit somewhere here.

SMILES	697 NFkB inh	Mdm2 MdmX PPI	TIM10 inh	tim10-1 inh	Jurkat NFkB inh	tim23-1 inh	UPR CHOP act	UPR XBP1 act
COc1ccccc1CC(=O)Nc1ccc2c(C)cc(=O)oc2c1	17	15	6	5	15	-1	-0.4	-6
C=CCc1ccccc1OCC(O)CN1CCOCC1 (stereo not drawn)	12	4	0	1	1	-1	-0.8	-1
O=C(COc1cccnc1[N+](=O)[O-])Nc1ccc(F)cc1	-10	7	-1	2	1	-4	1.8	2
O=C(Cn1cnc2c(nnn2Cc2ccccc2)c1=O)c1ccc(Cl)cc1	0	-8	-36	-20	12	-7	-1.2	-2
COc1cccc(/C=C/C(=O)OCC(=O)NCc2ccc(Cl)cc2)c1	10	7	-2	-2	2	10	-0.8	-3
Cc1cccc(-n2cc(CNCCc3nc(C)cc(C)n3)c(-c3cccc(F)c3)n2)c1	-11	47	38	20	5	-8	0.6	0
COc1ccc(C(=O)N/C(=C/c2cccnc2)C(=O)N2CCCCCC2)cc1OC	-12	22	12	-11	-11	-14	-0.4	-4
Cc1cccc(NC(=O)COc2coc(CN3CCN(c4ccccc4)CC3)cc2=O)c1C	-24	3	8	-13	-1	5	0.0	-4
C=CCNC(=S)NNC(=O)CCC(O)CCCCC (stereo not drawn)	-8	54*	4	-10	1	11	-2.8	-4
O=C(CSc1nc(C2CC2)nc2ccccc12)Nc1ccccc1Cl	-18	24	11	-13	-21	-11	-0.6	-4
CCn1cc(C(=O)NCc2ccc(Cl)cc2)c(=O)c2cc(S(=O)(=O)N3CCOCC3)ccc21	-17	3	0	17	7	1	3.5	-3
CC(=O)OCCCn1c(C)[n+](C)c2cc(Cl)c(Cl)cc21	3	32	6	5	2	-3	-1.4	-1
O=C(NC1CCCCC1)C1CCN(S(=O)(=O)N2CCOCC2)CC1	-4	10	-6	3	-2	4	-0.3	-1
O=C(O)c1cc(Cl)ccc1NC(=O)C1CCCO1 (stereo not drawn)	12	4	8	-5	-3	6	-0.4	-4
CC(=O)c1ccccc1OCCCN1CCCCC1	2	10	7	0	-26	0	-1.8	-4
COc1cc(C(=O)Nc2ccc(Oc3ncnc4sc(-c5ccccc5)cc34)cc2)cc(OC)c1OC	17	53*	-3	11	15	0	1.7	2
O=C(/C=C/c1ccccc1Cl)Nc1ccncc1	-6	-28	5	-18	-30	2	6.6	1
COC(=O)c1cccc(N2C(=O)C(Cl)=C(N3CCOCC3)C2=O)c1	-5	3	10	4	-14	18	2.0	0
CCOC(=O)C1C(=O)OC(C)(C)C1C(CC)C(=O)c1ccccc1 (stereo not drawn)	8	9	-15	8	-1	21	-2.0	-3
O=S(=O)(NCc1csc(-c2cccnc2)n1)c1ccc(Cl)s1	11	26	-1	19	3	25	2.9	0
CN1CCN(c2nc3c(c(=O)n(C)c(=O)n3C)n2Cc2ccccc2Cl)CC1	2	11	15	19	-3	3	-0.7	-3
COc1ccccc1CNC(=O)N1CCN(S(=O)(=O)c2ccccc2)CC1	17	-9	-3	10	-11	16	-0.3	-2
CC(=O)Nc1ccc(CN2CCN(C3CCCC3)C(CCO)C2)cc1 (stereo not drawn)	4	10	-6	7	-3	0	-2.2	-1
Cn1c(SCC(=O)Nc2ccc(NC(=O)c3ccccc3)cc2)nnc1-c1ccncc1	-10	2	5	12	-11	-11	2.2	-1
CC(C)CN(C(=O)CSc1ncnc2ccccc12)C1CCS(=O)(=O)C1 (stereo not drawn)	10	25	5	5	-5	4	-1.1	-3
The listing continues:
SMILES	697 NFkB inh	Mdm2 MdmX PPI	TIM10 inh	tim10-1 inh	Jurkat NFkB inh	tim23-1 inh	UPR CHOP act	UPR XBP1 act
Cc1ccc(C(=O)NCCCNC(=O)Cc2ccc(Cl)cc2)cn1	2	-8	1	4	0	10	0.3	4
CCc1ccc(Nc2n[n+](C)c(-c3ccncc3)s2)cc1	-6	22	-12	4	9	-7	2.6	3
CN(C(=O)COC(=O)c1ccc(=O)n(Cc2ccccc2)n1)c1ccccc1	7	9	1	6	4	5	-0.5	1
CCc1cc(C(=O)OC)c(NC(=O)c2cc(Br)cs2)s1	14	7	19	23	-3	21	0.1	1
COC(=O)c1ccc(CSc2nnnn2-c2ccccc2)o1	5	8	-7	3	4	14	-0.6	-2
Cc1cc(C)nc(Nc2ncc(O)n2-c2ccc(C)c(C)c2)n1	14	10	2	13	9	0	-1.3	4
C[C@H](NC(=O)[C@@H]1Cc2ccccc2CN1)C(=O)NC1CCCC1	9	-4	17	13	3	-5	0.3	-3
COc1ccc(-c2csc(NC(=O)C3CSC4(C)CCC(=O)N34)n2)cc1 (stereo not drawn)	-5	26	-10	3	1	7	0.3	1
COc1nc(N)c(S(=O)(=O)c2ccccc2)cc1C#N	-2	3	12	12	-2	16	-0.6	0
CC(CC(=O)Nc1cccnc1)c1ccccc1 (stereo not drawn)	12	7	1	11	-4	12	0.0	-1
C(=N\Nc1nc2ccccc2[nH]1)/c1cccc2cccnc12	-88	65*	67*	26	-51	55*	2.1	0
CCc1ccc(NS(=O)(=O)c2ccc(C)c(C(=O)N3CCOCC3)c2)cc1	8	11	-3	3	18	3	-1.8	-6
O=C(O)c1ccc(F)c(S(=O)(=O)Nc2ccccc2)c1	16	5	-1	6	11	4	-3.2	1
CCOC(=O)N1CCN(C(=O)Nc2ccc3nc(C)sc3c2)CC1	-15	20	6	-3	0	-4	-1.0	-4
Cc1ccc(OCCCCN2CCC(C)CC2)cc1	1	-2	-20	-8	-19	-2	2.5	2
Cc1ccccc1OCC(=O)Nc1ccccc1C(=O)N1CCCCC1	5	-2	9	24	15	35	5.1	-2
O=C(CN1c2cccc3cccc(c23)S1(=O)=O)Nc1ccc(S(=O)(=O)N2CCOCC2)cc1	-13	2	18	19	18	14	-1.2	0
COc1ccc(S(=O)(=O)NCCC(=O)NC(C)c2ccccc2)cc1 (stereo not drawn)	-12	-18	-9	-5	10	-22	-1.0	1
Cc1ccc(NC(=S)N(CCN(C)C)Cc2cc3cc(C)cc(C)c3[nH]c2=O)cc1	-5	-54	7	15	0	7	-0.7	3
Cc1ccc2nc(CSc3nnc(-c4ccncc4)n3C)cc(=O)n2c1	8	-39	-5	17	6	4	1.1	-3
Cc1cccc(NC(=O)c2ccc3nccnc3c2)n1	-8	-24	7	11	-21	9	0.3	-2
CCn1c(=O)n(CC)c2cc(S(N)(=O)=O)ccc21	21	13	-5	-8	11	-5	1.3	3
COc1ccccc1CCNC(=O)c1ccc2nc[nH]c2c1	-3	22	-7	-13	1	-11	0.2	-6
O=[N+]([O-])c1cc(S(=O)(=O)/N=C(/c2ccccc2)N2CCOCC2)ccc1Cl	-34	-15	7	23	2	24	0.1	2
C/C(=N\NC(=O)C12CCC(C)(C(=O)O1)C2(C)C)c1ccccc1O (stereo not drawn)	2	45	7	15	14	27	2.1	0
Further structures follow.
SMILES	697 NFkB inh	Mdm2 MdmX PPI	TIM10 inh	tim10-1 inh	Jurkat NFkB inh	tim23-1 inh	UPR CHOP act	UPR XBP1 act
CCOC(=O)C1CCN(C(=O)CCNC(=O)Cn2ccc3ccccc3c2=O)CC1	-3	20	-3	4	-8	-5	-1.2	3
O=C(NCc1ccc2c(c1)OCO2)C(=S)N1CCOCC1	11	-6	-5	-1	15	1	0.3	-3
Cc1cc(OCC(=O)c2ccc(F)cc2)ccc1N1C(=O)CCC1=O	4	6	2	0	-5	2	0.8	2
O=C(CCCOc1ccc(Cl)cc1Cl)Nc1nnc(C2CC2)s1	-31	7	-6	7	-8	15	0.9	-3
CCOc1ccc2nc(NC(=O)CN3CCOCC3)sc2c1	-14	-5	-5	10	-10	7	2.7	0
O=C1CC(c2ccccc2)CN1C(=O)c1cccc([N+](=O)[O-])c1 (stereo not drawn)	15	28	7	7	5	7	-1.1	-2
Cc1cccc(C)c1OCCOC(=O)c1cccc(S(=O)(=O)N2CCOCC2)c1	5	2	6	5	4	27	0.7	-1
CCCCn1c(SCC(=O)N2CCOCC2)nnc1-c1cccs1	-5	0	-10	12	-6	17	-1.2	-1
CN(C)/C=C(\c1cnc(Cl)s1)S(=O)(=O)c1ccccc1	-3	-12	11	17	13	16	-1.5	3
COCCSc1nnc(NC(=O)c2cc(OC)c(OC)cc2[N+](=O)[O-])s1	8	2	-15	-3	-1	1	1.1	-1
CC(C)Cc1cc(C(=O)Nc2ccccc2)c2ccccc2n1	-4	28	9	6	3	25	-0.1	-3
CCC1CCCCN1Cc1nc2c(c(=O)n(C)c(=O)n2C)n1Cc1ccccc1 (stereo not drawn)	5	17	7	18	-9	13	-0.2	-1
O=C(Oc1nsnc1N1CCCCC1)N1CCOCC1	-4	2	-2	5	-11	-4	-0.9	-1
Cc1cc(NC(=O)C2CCN(C(=O)c3ccco3)CC2)ccc1Br	-17	18	7	10	-14	6	1.4	-3
COc1ccc(/C=N/OCC(=O)Nn2c(C)nc3ccccc3c2=O)cc1	-2	17	4	9	6	-1	1.3	-3
Cc1ccc(NC(=O)N2CCC(C(=O)Nc3ccc(C)cc3C)CC2)cc1	10	18	-20	12	16	-22	-0.1	-2
COCC(=O)Nc1nc2ccc(C)cc2s1	-97	-101	-5	1	-81	18	1.4	-1
CCC(C)(C)NC(=O)C(c1cccc(OC)c1OC)N(C(=O)CCC(=O)Nc1cc(C)on1)c1ccc2c(c1)OCCO2 (stereo not drawn)	17	5	-2	-2	-8	12	0.6	-4
Cc1ccc(/C=C2/SC(=S)N(c3ccc(S(=O)(=O)Nc4nccs4)cc3)C2=O)cc1	-33	-19	11	19	-8	18	6.3	-1
c1ccc(Sc2ncnc3ccccc23)cc1	27	33	0	4	-2	9	4.8	3
O=C(CCNS(=O)(=O)c1ccccc1C(F)(F)F)NCC(c1ccco1)N1CCCCC1 (stereo not drawn)	13	19	3	14	7	5	0.1	0
COc1ccccc1NC(=O)c1ccc(NC(=O)c2ccco2)cc1	21	-6	-2	12	7	20	0.4	2
O=C(c1cccc(Br)c1)c1coc2ccc(O)cc12	-78	-127	9	1	-76	37	4.7	14
CCCCSc1nc2sc3c(c2c(=O)n1-c1ccc(C)cc1)CCN(C)C3	-54	32	1	13	15	10	2.2	0
Cc1cc(C)nc(Sc2ccc3nnnn3n2)n1	-10	11	0	27	-1	12	-0.4	0
O=C(NCCCN1CCOCC1)C(C(=O)c1ccccc1)n1ccccc1=O (stereo not drawn)	13	14	-4	4	10	10	-1.9	-1
COc1ccccc1NC(=O)C(C)NS(=O)(=O)c1ccccc1 (stereo not drawn)	13	10	-17	5	-8	0	-0.8	-7
N#Cc1ccccc1S(=O)(=O)N1CCN(CC(=O)NCC2(N3CCOCC3)CCCCC2)CC1	17	15	6	8	-10	8	0.5	-1
COc1ccc2c(c1)C(=O)OC2CC(=O)O (stereo not drawn)	9	1	7	10	4	-9	3.9	2
